Assay outcomes from PubChem BioAssay.
SNCA expr inh = inhibitors of alpha-synuclein (SNCA) gene expression; 140,000 compounds, 0.17% hits; HEK-293 SNCA-luciferase knock-in, luminescence, 24 h; AID 1671194; Potency, µM (top dose mostly 57.2 µM), without a hit: at the highest dose activity change, negative = inhibition, actives largely listed as inhibitors;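 further: potency means the concentration at half of the fitted maximal effect; plate controls were DMSO cells for no effect and cell-free wells for full effect; nearly all actives have a fitted effect of over 45% in size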
Luciferase inh = Photinus pyralis luciferase inhibition; P08659; purified P. pyralis luciferase, luminescence, biochemical; Potency, µM (series often up to 115 µM), for the others: top-dose activity change, negative = inhibition, actives largely listed as inhibitors; 76,000 compounds, 2.5% hits; AID 1347043; further: potency means the concentration at half of the fitted maximal effect; nearly all actives have a fitted effect of over 65% in size
Target sequence (P08659 whole entry, looked up): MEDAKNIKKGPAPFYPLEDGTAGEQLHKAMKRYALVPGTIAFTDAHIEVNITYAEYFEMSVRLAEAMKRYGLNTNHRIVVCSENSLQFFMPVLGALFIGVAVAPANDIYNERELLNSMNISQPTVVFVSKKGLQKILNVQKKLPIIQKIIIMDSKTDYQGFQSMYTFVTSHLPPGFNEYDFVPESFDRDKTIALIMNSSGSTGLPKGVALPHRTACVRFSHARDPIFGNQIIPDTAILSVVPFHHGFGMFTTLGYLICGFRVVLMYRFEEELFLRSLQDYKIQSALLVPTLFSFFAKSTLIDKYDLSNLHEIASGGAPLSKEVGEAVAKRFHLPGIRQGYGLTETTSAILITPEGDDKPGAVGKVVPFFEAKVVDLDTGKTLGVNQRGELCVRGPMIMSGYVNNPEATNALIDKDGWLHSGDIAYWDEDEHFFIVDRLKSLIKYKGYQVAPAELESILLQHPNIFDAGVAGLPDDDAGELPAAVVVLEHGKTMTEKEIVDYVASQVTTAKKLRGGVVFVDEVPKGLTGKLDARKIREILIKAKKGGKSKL
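Biochemical qHTS: compound (6-point titration) added to 10uM D-luciferin plus 10uM ATP in Tris acetate pH 7.5 buffer with Mg, Tween-20 and BSA, then purified enzyme at 10nM; light output imaged.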
HEK293 viab = cell viability loss counter-screen; HEK-293-SNCA-luc viability, GF-AFC fluorescence, 24 h; Potency, µM (top dose mostly 57.1 µM), for inactives: at the top dose activity change, negative = cytotoxicity, usual class: cytotoxic; 150,000 compounds, 0.12% hits; AID 1671193;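 further: potency means the concentration at half of the fitted maximal effect; 0% = DMSO-treated cells and -100% = medium-only wells without cells; nearly all actives have a fitted effect of over 30% in size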
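Cytotoxicity counterscreen: after 24 h compound treatment of genome-edited SNCA-luciferase HEK-293 cells, live-cell protease substrate GF-AFC read by fluorescence after 30 min; activity scaled between DMSO (0%) and medium-only (-100%), curves Hill-fitted.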
HEK293 tox = kills HEK 293 cells; HEK 293 viability, ATP luminescence (CellTiter-Glo), 48-72 h; Potency, µM (highest dose often 115 µM), without a hit: at the top dose activity change, negative = cytotoxicity, most hits filed as inhibitors; 94,000 compounds, 6.6% hits; AID 1345083; further: potency means the concentration at half of the fitted maximal effect; nearly all actives have a fitted effect of over 60% in size
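qHTS cytotoxicity; HEK 293, 250 cells/well; compound pinned; 48 or 72 hr, 37 degree Celsius, 5% CO2, 95% humidity; CellTiter-Glo, 10 min RT; luminescence (ATP).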
3T3 cytotox = kills NIH 3T3 cells; NIH 3T3 viability, CellTiter-Glo ATP luminescence, 48-72 h; Potency, µM (highest dose often 96.7 µM), for inactives: at the highest dose activity change, negative = cytotoxicity, most hits filed as inhibitors; 94,000 compounds, 4.3% hits; AID 1345082; further: potency means the concentration at half of the fitted maximal effect; nearly all actives have a fitted effect of over 55% in size
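First NIH 3T3 cells are plated at 400 cells/well; next compound is pinned in; then plates incubate 48 or 72 hr at 37 °C; finally CellTiter-Glo is added and luminescence read after 10 min.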
IP6K1 inhibitor = IP6K1 kinase inhibition; activity change, % (series mostly up to about 58 µM); IP6K1 kinase, ADP-Glo luminescence, 2 h; active compounds read low; Q92551; 140,000 compounds, 0.81% hits; in the data active means activity change below about -25%
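ADP-Glo luminescence measures ADP made by human IP6K1 during a 2 h RT reaction with ATP/IP6 (mix at 1.3 mM/130 uM); top library doses 57.5 and 19.1 uM final.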
GPT2 inhibitor = GPT2 alanine aminotransferase inhibition. Q8TD30. Recombinant GPT2, coupled pyruvate oxidase/HRP Amplex Red fluorescence. Potency, µM (highest dose often 57.7 µM), without a hit: at the top dose activity change, negative = inhibition, hits mostly inhibitors. 100,000 compounds, 0.25% hits. AID 1671188; further: potency means the concentration at half of the fitted maximal effect; nearly all actives have a fitted effect of over 60% in size; many of its hits are not listed in these tables
Target sequence (Q8TD30 whole entry, looked up): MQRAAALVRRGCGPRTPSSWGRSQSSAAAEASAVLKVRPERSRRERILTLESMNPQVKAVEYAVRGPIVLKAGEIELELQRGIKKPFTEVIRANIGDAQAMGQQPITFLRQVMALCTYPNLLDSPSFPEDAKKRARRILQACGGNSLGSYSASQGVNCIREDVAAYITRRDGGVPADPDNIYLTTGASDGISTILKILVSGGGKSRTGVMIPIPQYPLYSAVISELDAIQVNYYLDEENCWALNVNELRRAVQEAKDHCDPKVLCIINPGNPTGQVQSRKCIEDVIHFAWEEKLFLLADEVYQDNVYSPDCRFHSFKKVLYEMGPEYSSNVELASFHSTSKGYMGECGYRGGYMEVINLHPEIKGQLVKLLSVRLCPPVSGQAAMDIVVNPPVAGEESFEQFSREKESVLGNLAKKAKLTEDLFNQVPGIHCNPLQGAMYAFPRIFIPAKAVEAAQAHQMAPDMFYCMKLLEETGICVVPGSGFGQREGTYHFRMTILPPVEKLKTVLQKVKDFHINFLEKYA
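Fluorescence of coupled pyruvate oxidase/HRP/Amplex Red system (50uM Amplex, 30 min, dark) reports pyruvate formed by GPT2. Enzyme reaction: 10ng/uL GPT2, 2mM L-alanine, 250uM a-KG, 30 min room temperature, pH 7.5; 50uM AOA control.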
Numbers without * were called inactive; i = inactive; ? = inconclusive; . = no result given; [ ] = dose if it differs, or a comment. Unless noted, the call rests on the fitted dose curve; in most records, active means well fitted curve in the direction sought with a large enough effect; inconclusive means small, poorly fitted or top-dose-only effect, or another doubt; inactive means no such curve, though single readings can be large; an effect the other way counts as inactive or inconclusive. Unless noted, on the % scale 0 is the no-effect control and ±100 the full control effect. The list is partial. The share of hits here may be higher or lower than overall.

Second line of a record – SNCA expr inh, Luciferase inh, HEK293 viab, HEK293 tox, 3T3 cytotox, IP6K1 inhibitor, GPT2 inhibitor
Cc1ccc(C(=O)N[C@H]2CO[C@H]3[C@@H]2OC[C@@H]3n2cc(CN(C)Cc3ccccc3)nn2)cc1
→ -7.2%, 10.5%, -3.5%, ?, -11.3%, -7.8, 1.9%
COCc1nncn1C1CCN(C(=O)c2ccccc2F)CC1
→ ?, 7.9%, 5.0%, 3.6%, i, 11.4, 0.2%
COc1ccc(C(=O)N2CCCC(c3noc(COc4ccccc4F)n3)C2)cc1OC (stereo not given)
→ ?, 0.0%, -24.8%, ?, ?, -3.6, -2.1%
COc1ccc(C(=O)COC(=O)c2cc(-c3cccs3)nc3ccccc23)cc1
→ 88.3%[activator], ., 0.9%, ., ., 2.0, .
O=C(Cc1ccccc1F)N1CCC(Oc2ncccc2C(=O)N2CCCCC2)C1 (stereo not given)
→ -26.3%, 6.4%, -7.7%, 4.9%, i, 8.9, i
COc1ccc(-n2nc3n(c2=O)CCN(Cc2cccnc2)C3)cc1
→ 61.5%[activator], ., 5.2%, 3.7%, ?, -4.0, i
COc1ccc(-c2cc(C(=O)NCCc3ccccc3)c3c(-c4ccccc4)[nH]nc3n2)cc1OC
→ -3.3%, ., -12.5%, ., ., 17.9, .
O=C(CN1C(=O)NC(c2ccccc2Cl)C2=C1COC2=O)Nc1ccccc1 (stereo not given)
→ 38.7%[activator], -24.4%, -1.3%, -20.7%, -35.0%, -8.1, i
COC(=O)c1ccc(NC(=O)C2CCN(S(=O)(=O)c3ccc4c(c3)CCCN4C(C)=O)CC2)cc1
→ -7.3%, ., 2.0%, ., ., -3.2, .
CC(C)(C)c1coc([C@@H]2COCCN2Cc2ccccc2F)n1
→ -4.8%[87.6 µM], 1.5%[172 µM], 6.2%[87.6 µM], -5.2%[172 µM], -1.2%[138 µM], 8.7, 3.7%[88.5 µM]
COC(=O)c1scc(-c2ccc(C)cc2)c1S(=O)(=O)N1CCN(c2ccccc2F)CC1
→ -5.8%, ., 24.1%, ., ., 10.4, .
O=C(NCc1ccc(F)cc1)N1CCN(C(=O)N2CC3CC(C2)[C@H]2CCCC(=O)N2C3)CC1 (stereo not given in full)
→ -9.6%, -0.8%, -11.3%, 6.9%, i, 12.1, -5.9%
COc1ccc2c(C)cc(SCC(=O)Nc3nsc(-c4ccccc4C)n3)nc2c1
→ 11.6%, ., 0.3%, ., ., -5.2, .
CN(C)[S+](=O)([O-])c1ccc2c(c1)OCCN(Cc1cccnc1)C2
→ 6.2%[87.6 µM], 2.0%[172 µM], 2.8%[87.6 µM], ?, -29.2%[138 µM], -0.4, ?
CCn1ncc(N2CCCC(CC(=O)NCc3ccc(C)cc3)C2)cc1=O (stereo not given)
→ 30.5%[activator], -15.5%, 7.4%, ?, -5.4%, 12.1, i
COCCNC(=O)[C@@H]1C[C@@H](O)CN1C1CCN(C(=O)CCn2nc(C)cc2C)CC1
→ 6.7%, 6.5%, -1.1%, -6.3%, i, 3.9, i
CC(C)N1CNC(=O)C12CCN(C(=O)c1ccc(Cl)cc1)CC2
→ 4.1%, ., -3.4%, i, -1.7%, -0.9, -4.4%
O=C1NC[C@@H](CCC(=O)N2CCN(c3ccccn3)CC2)N2C[C@@H](NCc3ccc(CO)o3)C[C@@H]12
→ -3.8%, 8.8%, 6.2%, -8.2%, i, -16.6, 0.5%
CCCCN1C(=O)C(CC(=O)N2CCOCC2)Sc2ncccc21 (stereo not given)
→ 9.7%, -4.7%, 11.5%, 12.4%, -25.0%, 3.3, 2.2%
O=C(c1ccccc1)N1CCC2(CC(Cc3ccccc3)=NO2)C1 (stereo not given)
→ 35.4%[activator][87.6 µM], 2.9%[172 µM], -4.4%[87.6 µM], ?, -20.7%[138 µM], 11.9, -25.5%[88.5 µM]
Cc1noc([C@@H]2CC(F)(F)CN2C(=O)c2occc2C)n1
→ -5.9%, -11.4%, 1.8%, -18.9%, -8.8%, -10.3, 1.3%
CC(=O)c1cc(-c2ccc(F)cc2)n(CCC(=O)Nc2nc3ccc(C)cc3s2)c1C
→ -10.3%, ., 5.0%, ., ., 15.1, .
CN1CCN(C(=O)c2ccc3c(c2)NC(C)(CCCCc2ccccc2)CO3)CC1=O (stereo not given)
→ ?, -4.8%[172 µM], 5.7%[87.6 µM], ?, ?, -14.4, i
COC(=O)N1CCCC(c2nn(-c3cccc(Cl)c3)c(=O)[nH]2)C1 (stereo not given)
→ -2.2%, -1.8%, 0.7%, -29.0%, ?, 19.2, i
CCOc1ccccc1NC(=O)CN1C(=O)COc2ccc(S(=O)(=O)N3CCCCC3)cc21
→ -7.7%, ., ?, ., ., 3.4, .
CC#CC(=O)Nc1ccc2ncnc(Nc3cccc(Br)c3)c2c1
→ ., ., ?, ., ., 2.2, -6.1%
COc1ccc(-c2noc(-c3cccn3CC(=O)Nc3ccc(N(C)C)cc3)n2)cc1F
→ 17.6%, -8.6%, 2.7%, ?, -28.8%, -9.7, 3.0%
COC(=O)c1cccc(NC(=O)C2CCc3sc(C(=O)N4CCOCC4)cc3C2)c1 (stereo not given)
→ ?, 1.3%, 5.2%, ?, ?, 19.1, i
Cc1nnc2n1CCC(NC(=O)c1cc(C3CC3)[nH]n1)CC2 (stereo not given)
→ -15.7%, -1.0%, -5.5%, i, i, -10.4, 1.1%
Cc1oc(-c2cccc(Br)c2)nc1Cn1c(=O)cc(-c2ccccc2)c2c(C)nn(C)c21
→ -4.2%, ., -1.2%, ., ., -4.5, .

Pulled by compound from above (2):
Second line of a record – SNCA expr inh, Luciferase inh, HEK293 viab, HEK293 tox, 3T3 cytotox, IP6K1 inhibitor, GPT2 inhibitor
COc1ccc2c(C)cc(SCC(=O)Nc3nsc(-c4ccccc4C)n3)nc2c1
→ 11.6%, ., 0.3%, ., ., -5.2, .
COC(=O)c1scc(-c2ccc(C)cc2)c1S(=O)(=O)N1CCN(c2ccccc2F)CC1
→ -5.8%, ., 24.1%, ., ., 10.4, .

Further results:
Second line of a record – SNCA expr inh, Luciferase inh, HEK293 viab, HEK293 tox, 3T3 cytotox, IP6K1 inhibitor, GPT2 inhibitor
N#Cc1ccc(CN2CCC3(CC2)CC(=O)c2ccccc2O3)cc1
→ -23.5%[87.6 µM], -12.5%[172 µM], -16.9%[87.6 µM], ?, ?, -4.1, -13.9%[88.5 µM]
Cc1cc(Cl)ccc1OCC(=O)N1CCC([C@@H]2CNC[C@H]2CO)CC1
→ ?, -0.7%, -0.3%[12.5 µM], ?, -15.9%, -0.8, i
CC(=O)N1CCN(C(=O)c2ccc3oc(-c4ccccn4)nc3c2)CC1
→ -1.1%, ., 6.1%, 1.6%, -1.8%, -8.4, i
COc1ccccc1Cn1ccn(Cc2c(F)cccc2Cl)c(=O)c1=O
→ 7.0%, ., -1.7%, ., ., -24.1, .
Cc1cn2c(=O)cc(COc3ccc(NC(=O)c4cccc(F)c4)cc3)nc2s1
→ 18.7%, ., 7.9%, ., ., 29.3, .
CCSc1ncc(Cl)c(C(=O)Nc2c(C(=O)Nc3ccccc3)oc3ccccc23)n1
→ 41.3%[activator], ., 13.0%, ., ., 9.0, .
COc1ccc(N(Cc2cccs2)C(=O)COc2ccc([N+](=O)[O-])cc2)cc1
→ -28.4%, ., -17.5%, ., ., 5.9, .
Cc1cc(Nc2cccc(C)c2C)n2cnnc2n1
→ 54.8%[activator], ., 3.9%, ., ., -19.3, .
CCOC(=O)C1CCN(C(=O)c2cn3cc(-c4ccccc4)sc3n2)CC1
→ 59.3%[activator], ., -8.4%, -21.2%, -27.4%, -8.7, -2.1%
COCCN1CC(CO)C2(CCN(Cc3ccc(Cl)cc3F)CC2)C1 (stereo not given)
→ ?, -8.2%, 1.9%[12.5 µM], ?, ?, 5.4, -5.0%
CCCSCCCNC(=O)c1ccc(Cn2c(=O)c3cccn3c3cccnc32)cc1
→ -1.5%, ., -6.4%, ., ., 31.4, .
CCCCc1nn(CC(=O)N2CCSCC2)c(=O)n1CCc1ccccc1
→ -0.7%, -4.0%, -8.3%, -16.1%, -22.0%, 8.2, 4.2%[11.5 µM]
COCC1CN(C)CC12CCN(C(=O)c1nccc3ccccc13)CC2 (stereo not given)
→ 3.8%, 4.9%, -7.0%, ?, 0.3%, 0.8, i
Cc1cc(=O)c2cc(C(=O)Nc3ccccc3)ccc2[nH]1
→ 18.0%, ., -18.0%, ., ., 18.5, .
COC1C(=O)N(c2cccc(F)c2)C12CCN(S(=O)(=O)Cc1ccccc1)CC2 (stereo not given)
→ -8.8%, -1.4%, -10.1%, ?, -16.8%, 12.6, i
Cc1ccc(-c2ccc(=O)n(CCC(=O)NCCc3ccccc3)n2)cc1
→ 22.2%, ., 0.0%, ., ., -26.7*, .
CCCCCC1Nc2cc(C(F)(F)F)c(S(N)(=O)=O)cc2S(=O)(=O)N1 (stereo not given)
→ -10.8%[25.6 µM], ., -15.8%[23.9 µM], ., ., 7.7, i
CCOc1ccc(C(=O)N2CCCC(c3noc(COC)n3)C2)cc1 (stereo not given)
→ 20.9%, -2.1%, 3.1%[12.5 µM], -5.2%, -9.6%, -7.8, i
Cc1cccc(C(=O)Nc2cc3c(cc2C)n(C)c(=O)n3C)c1
→ 4.6%, ., -6.3%, ., ., -12.6, .
COc1ccc(NC(=O)C2CCN(C(=O)c3ncn4c3COC(c3ccccc3)C4)CC2)cc1 (stereo not given)
→ 84.5%[activator], 8.91µM*, 0.5%, 8.2%, i, -30.5*, i
C#CCn1c(COc2ccccc2C)nc2ccccc21
→ 162.2%[activator], ., 9.4%, ., ., 1.3, .

4 compounds from above, sorted by molar mass, highest first.
Second line of a record – SNCA expr inh, Luciferase inh, HEK293 viab, HEK293 tox, 3T3 cytotox, IP6K1 inhibitor, GPT2 inhibitor
CCSc1ncc(Cl)c(C(=O)Nc2c(C(=O)Nc3ccccc3)oc3ccccc23)n1
→ 41.3%[activator], ., 13.0%, ., ., 9.0, .
CCCSCCCNC(=O)c1ccc(Cn2c(=O)c3cccn3c3cccnc32)cc1
→ -1.5%, ., -6.4%, ., ., 31.4, .
Cc1ccc(-c2ccc(=O)n(CCC(=O)NCCc3ccccc3)n2)cc1
→ 22.2%, ., 0.0%, ., ., -26.7*, .
Cc1cc(Nc2cccc(C)c2C)n2cnnc2n1
→ 54.8%[activator], ., 3.9%, ., ., -19.3, .

Two entries from above, with bars between the fields.
mol | SNCA expr inh | Luciferase inh | HEK293 viab | HEK293 tox | 3T3 cytotox | IP6K1 inhibitor | GPT2 inhibitor
CCSc1ncc(Cl)c(C(=O)Nc2c(C(=O)Nc3ccccc3)oc3ccccc23)n1 | 41.3%[activator] | . | 13.0% | . | . | 9.0 | .
COc1ccc(N(Cc2cccs2)C(=O)COc2ccc([N+](=O)[O-])cc2)cc1 | -28.4% | . | -17.5% | . | . | 5.9 | .
